# bovine MsrA act = bovine MsrA enzyme activators, primary screen, biochemical, absorbance, HTS; AID 602163, 2012; activation, % at 10.6 µM; hit rate 0.3% among 360,000; purified bovine MsrA, absorbance read-out; in the data active = activation above about 7.5%;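 note: 0% = vehicle and 100% = reference activator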
# SKN-1 block = suppressors of acrylamide-induced Pgst-4::GFP reporter in worms, primary screen, SKN-1 inhibitor project, whole organism, uHTS, GFP/RFP fluorescence ratio, strain VP596. C. elegans VP596 Pgst-4::GFP/RFP ratio, 24 h. AID 624304, 2012. inhibition, % at 21.8 µM. hit rate 0.49% among 360,000;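 active = interference check ratio from 0.5 to 1.5 plus GFP to RFP signal ratio inhibition reaching or exceeding a fixed threshold, cut at about 30% in these data, passing the limit was not always enough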; note: some compounds called inactive have numbers as strong as hits
# eLon inh = inhibitors of E. coli Lon protease, primary screen, biochemical, fluorescence polarization; inhibition, % at 7.94 µM; hit rate 0.42% among 360,000; AID 602123, 2011; purified E. coli Lon protease; in the data active = inhibition above about 13%, passing the limit was not always enough;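 note: 0% = enzyme with probe and DMSO and 100% = no enzyme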
# MT1-MMP act inh = blockers of MT1-MMP proenzyme processing, primary screen, HT1080 RFP-PRO-GFP cells, GFP/RFP fluorescence | Matrix metalloproteinase-14 (Homo sapiens), P50281 | GFP/RFP ratio fluorescence, overnight; percent of plate control window, DMSO zero | GFP/RFP ratio change, % at 20 µM | hit rate 0.061% among 360,000 | AID 651647, 2012;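 active = GFP/RFP ratio change of at least 30% with cell ATP level not reduced by more than half and red fluorescence within 50% of control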; note: strong numbers were not always called active
#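 Assay system: HT1080 RFP-PRO-GFP cells. Benchmarks: DMSO vehicle wells and RFP-L50D-GFP reporter cell wells. Times: overnight cell settling, then overnight compound exposure, 37 °C, 5% CO2. Compound: 20 µM single dose, 1% DMSO. Read-out basis: GFP/RFP fluorescence ratio.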
# Rin1 Abl inh = inhibitors of Rin1-Abl protein binding, primary screen, biochemical, TR-FRET | inhibition, % at 7.35 µM | AID 588664, 2011 | hit rate 0.4% among 360,000 | Tyrosine-protein kinase ABL1 (Homo sapiens) + Ras and Rab interactor 1 (Homo sapiens), …; in the data active = inhibition above about 5%, passing the limit was not always enough
# MLLE-PAM2 inh = inhibitors of PABP1 MLLE–PAM2 peptide binding, primary screen, biochemical, fluorescence polarization, FITC-PAM2, GST-MLLE; Polyadenylate-binding protein 1 (Homo sapiens), P11940; inhibition, % at 20 µM; hit rate 0.36% among 360,000; in the data active = inhibition above about 35%, passing the limit was not always enough;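 note: plate controls were DMSO wells with GST-MLLE for no effect and wells lacking GST-MLLE protein for full effect; some results filed as inactive read as strong as hits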
# NRP1-CendR mod = modulators of CendR peptide binding to NRP-1, primary screen, biochemical, fluorescence polarization, uHTS | FAM-RPARPAR peptide binding to NRP-1 | inhibition, % at 25 µM | hit rate 0.85% among 360,000;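 active = inhibition or corrected inhibition above about 18%, plus a signal ratio from 0.5 to 1.5, limit read from the data, passing the limit was not always enough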; note: strong numbers were not always called active
# Neddylation inh = inhibitors of cullin neddylation, primary screen, biochemical, TR-FRET, uHTS, NAE and Ubc12. hit rate 0.58% among 360,000. calls only at 25 µM. AID 651699, 2012; in the data active = inhibition above about 36%
# Target sequence (P61081 whole entry, looked up): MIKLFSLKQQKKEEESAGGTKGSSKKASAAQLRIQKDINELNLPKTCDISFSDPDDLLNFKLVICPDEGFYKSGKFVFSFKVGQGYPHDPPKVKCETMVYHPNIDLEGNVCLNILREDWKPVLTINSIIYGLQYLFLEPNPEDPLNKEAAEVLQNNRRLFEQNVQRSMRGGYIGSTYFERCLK
# Target sequence (Q13564 whole entry, looked up): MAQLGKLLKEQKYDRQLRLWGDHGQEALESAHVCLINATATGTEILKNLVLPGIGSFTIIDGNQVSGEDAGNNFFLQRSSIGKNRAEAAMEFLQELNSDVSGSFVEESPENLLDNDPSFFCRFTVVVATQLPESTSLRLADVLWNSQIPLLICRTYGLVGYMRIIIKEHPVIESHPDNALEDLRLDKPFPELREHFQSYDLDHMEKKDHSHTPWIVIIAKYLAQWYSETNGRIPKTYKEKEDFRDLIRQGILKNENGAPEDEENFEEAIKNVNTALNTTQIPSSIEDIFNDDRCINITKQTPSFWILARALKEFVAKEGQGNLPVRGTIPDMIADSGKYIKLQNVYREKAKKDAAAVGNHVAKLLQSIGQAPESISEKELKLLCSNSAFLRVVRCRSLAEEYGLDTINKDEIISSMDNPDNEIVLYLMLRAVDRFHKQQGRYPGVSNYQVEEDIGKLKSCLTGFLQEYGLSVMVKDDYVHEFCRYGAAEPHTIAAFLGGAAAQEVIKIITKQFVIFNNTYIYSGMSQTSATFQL
# FAS TE block = FAS thioesterase domain inhibitors, primary screen, biochemical, fluorescence intensity, uHTS. Fatty acid synthase (Homo sapiens), P49327. recombinant FAS-TE, OMFH fluorogenic substrate, fluorescence endpoint. inhibition, % at 15 µM. hit rate 0.67% among 360,000;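 active = compounds whose normalised, plate-corrected inhibition of enzyme fluorescence in the single-dose primary screen is 50% or more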;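 note: 0% = DMSO with enzyme and 100% = substrate without enzyme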
# * = called active by the depositor; i = inactive; . = not tested or not shown; + = active, no number; & = joins results of further samples; ! = not active in a repeat.
SMILES,bovine MsrA act,SKN-1 block,eLon inh,MT1-MMP act inh,Rin1 Abl inh,MLLE-PAM2 inh,NRP1-CendR mod,Neddylation inh,FAS TE block
CCCCN1C(=O)C(CC(=O)NC(c2ccccc2)c2ccccc2)CC(C(=O)N(C(C)C)C(C)C)=C1C (centres undefined),-1,6,-5,-7,-4,25,-14,i,6
NC(=O)Cn1nnc(-c2ccccc2NC(=O)c2cnccn2)n1,-12,3,-2,0,-1,26,-5,i,-17
Cc1cc(N2C(=O)C(=O)/C(=C(/O)c3ccc(Cl)cc3)C2c2cccc(Br)c2)no1 (centres undefined),-6,-6,5,3,-1,7,-6,i,0
O=C(CN1C(=O)c2ccccc2S1(=O)=O)Nc1ccc(S(=O)(=O)N2CCCCC2)cc1,-4,8,-8,9,-2,0,18,i,7
Cc1ccc(CCNC(=O)C2CCCN(S(C)(=O)=O)C2)cc1 (centres undefined),-1,-20,7,-3,-4,-1,2,i,-2
COc1ccccc1-n1c(SCC(=O)Nc2cc(C)on2)nc2c(c1=O)SCC2,-4,14,-1,-6,-1,5,4,i,-2
COc1ccc(CCN(C)CCCN2CC(c3ccccc3)CC2=O)cc1OC (centres undefined),3,6,4,0,3,-13,11,i,-3
CC(C)(C)NC(=O)NC(=O)CN1C(=O)NC(C)(c2ccccc2)C1=O (centres undefined),0,3,-6,5,-1,2,-4,i,-4
COc1ccc(OC)c2[nH]c(=O)c(CCNC(=S)NC(C)(C)C)cc12,-2,11,0,5,0,-9,5,i,1
FC(F)Oc1ccc(NC(=S)NC2CCCCCCC2)cc1,-1,29,3,-1,0,-81,6,i,18
CCCCSc1nc2c(cnn2-c2ccc(F)cc2)c(=O)[nH]1,2,-22,-4,0,-2,-1,-21,i,-3
O=C(NC1CCN(S(=O)(=O)c2ccc(Cl)c(F)c2)CC1)c1cccnc1,-3,6,5,-1,2,22,4,i,-2
Brc1ccc(CN2CCSCC2)cc1,-1,-3,4,3,1,-6,1,i,-6
Cc1cccc(NS(=O)(=O)c2ccc(C)c(C(=O)N3CCN(C(=O)c4ccco4)CC3)c2)c1,-2,11,3,-2,-1,2,-3,i,-8
O=C(Nc1ccc(F)cc1)Nc1cnccn1,-2,9,-2,-2,1,-5,10,i,-6
COC(=O)c1sc(-c2ccccc2)cc1NC(=O)c1ccc(OC)cc1,-2,4,-6,3,8,-12,3,i,14
Cc1ccc(C)c(S(=O)(=O)NCC(=O)N2CCCC2)c1,-2,1,2,0,-2,-1,5,i,-4
COC(=O)C1(C)NC(c2cccs2)C2C(=O)N(c3ccc(F)cc3)C(=O)C21 (centres undefined),-8,-5,-4,0,-3,1,-6,i,-7
COc1cccc(OC)c1C(=O)OCC(=O)Nc1ccc(OC(F)(F)F)cc1,0,0,-3,-2,2,-14,-4,i,14
CCOC(=O)C(C)N1N=C(/C=C/c2ccc(OC)cc2)CCC1=O (centres undefined),-8,-14,-6,1,-1,-1,-1,i,-2

# Quoted at random: 3 entries already listed, in no set order.
SMILES,bovine MsrA act,SKN-1 block,eLon inh,MT1-MMP act inh,Rin1 Abl inh,MLLE-PAM2 inh,NRP1-CendR mod,Neddylation inh,FAS TE block
COC(=O)c1sc(-c2ccccc2)cc1NC(=O)c1ccc(OC)cc1,-2,4,-6,3,8,-12,3,i,14
Cc1ccc(C)c(S(=O)(=O)NCC(=O)N2CCCC2)c1,-2,1,2,0,-2,-1,5,i,-4
Cc1cccc(NS(=O)(=O)c2ccc(C)c(C(=O)N3CCN(C(=O)c4ccco4)CC3)c2)c1,-2,11,3,-2,-1,2,-3,i,-8

# Going on with the list:
SMILES,bovine MsrA act,SKN-1 block,eLon inh,MT1-MMP act inh,Rin1 Abl inh,MLLE-PAM2 inh,NRP1-CendR mod,Neddylation inh,FAS TE block
CC(C)(C)c1ccc(C(CC(=O)O)NC(=O)Cc2ccccc2)cc1 (centres undefined),-1,12,3,0,-2,6,15,i,-3
CC(C)(C)CC(C)(C)Nc1c(-c2ccc(O)cc2)nc2cnccn12,-3,-8,-5,-3,2,8,-4,.,21
COc1ccc(C)cc1NC(=O)C1CCCN1C(=O)OCc1ccccc1 (centres undefined),1,-4,6,-9,1,4,-5,i,2
O=C(O)c1ccc2nc3c(nc2c1)-c1ccccc1C3=O,1,-2,-3,-2,-6,20,11,i,-2
CC1CCCN(CCC(=O)Nc2ccc(F)c(F)c2)C1 (centres undefined),1,8,-4,0,1,1,-3,i,-4
O=C(c1ncc[nH]1)c1ccco1,-3,23,-3,8,-5,-2,2,i,-3
C=CCC1(CC=C)CCCN1C(=O)c1cc(COc2cccc(OC)c2)on1,1,30,10,3,3,7,21*,i,24
NC(=O)c1ccsc1NC(=O)c1cc(=O)c2ccccc2o1,-2,-3,-1,-4,-3,-3,-14,i,6
COc1ccc(/C=N/NC(=O)c2ccc(N3CCCC3=O)cc2)cc1,-3,-3,-4,8,2,-1,8,i,-4
Cc1ccc(Nc2nc(/N=C/N(C)C)n[nH]2)cc1C,-1,8,-5,-2,3,-12,-11,i,-4
O=C(CNC(=O)c1cccc(F)c1)N/N=C/c1ccc(O)c([N+](=O)[O-])c1,-4,-3,14,6,-5,-4,-22,i,-6
Cc1ccc(OC(C)C(=O)Nc2ccc(F)cc2)c([N+](=O)[O-])n1 (centres undefined),-3,7,-14,-2,2,3,4,i,2
Cc1cc(O)c(-c2cc(C(=O)NCc3ccc4c(c3)OCO4)[nH]n2)cc1C,-14,-18,0,5,2,-1,-1,i,-12
O=C(CN1C(=O)CCC1=O)Nc1cccc2c1C(=O)NC2=O,-3,-2,-2,1,-1,-5,4,i,-7
O=C(CN1CCN(Cc2ccccc2)CC1)Nc1ccc(N2CCOCC2)cc1,-1,11,-6,2,3,2,9,i,-2
CCN1C(=O)c2ccccc2S(=O)(=O)c2ccc(C(=O)NCCOC)cc21,-1,18,3,-1,3,2,-8,i,0
NC(N)=NC(=O)c1nc(Cl)c(N)nc1N,1&-5&-4,3&-10&-16,11&-5&3,-2&1&-1,0&1&-3,1&4&0,-12&12&-1,+!,-2&-2&-8
COc1ccc(NS(=O)(=O)c2cn(C)cn2)c(OC)c1,-8,-1,-1,-1,2,0,8,i,-6
Cc1cc(C(=O)NNC(=O)Nc2ccccc2)no1,-1,1,-8,.,4,6,-1,i,-4
O=C(Nc1nccs1)c1ccc(Cl)s1,-4,-1,-2,-6,0,-2,-3,i,-5
COc1ccc(C(O)c2nc(-c3cccc(NC(C)=O)c3)cs2)cc1 (centres undefined),-9,-3,-9,2,-6,9,-6,i,-1
CC(C)Oc1cccc(C(=O)C2CCCN(Cc3cnc(N4CCOCC4)s3)C2)c1 (centres undefined),-2,4,9,1,1,23,3,i,-7
Cc1cc(/C=C2/C(=N)N3C(=NC2=O)SN=C3S(C)(=O)=O)c(C)n1-c1ccccc1,-5,1,-7,3,0,3,-30,+,2
COc1ccccc1N1CCN(S(=O)(=O)CCNC(=O)c2ccc(OC(C)C)cc2)CC1,1,3,-2,1,1,10,-10,i,-2
CCOC(=O)C1CCN(C(=O)Cc2c(C(=O)O)n(CC)c3ccccc23)CC1,-5,2,-4,-6,0,-14,2,i,-8
CNC(=O)CCN(Cc1ccco1)S(=O)(=O)c1ccc(OC)c(OC)c1,-7,-11,6,3,-7,-15,-10,i,-5
C#CCOCCOCCOCCNc1nc(N2CCN(C(=O)[C@H]([C@@H](C)CC)n3cc(CCCCN)nn3)CC2)nc(N2CCN(C(=O)[C@H](CCCCN)n3cc(CC(C)O)nn3)CC2)n1 (some centres undefined),-1,-3,12,1,1,-4,12,i,-5
CCc1nnc(NC(=O)c2nc3nc(C)cc(C)n3n2)s1,2,-3,-4,4,0,-1,-9,i,-4
O=C(CCn1cccc(C(F)(F)F)c1=O)Nc1cccc(C(F)(F)F)c1,-5,-8,-1,6,-3,-10,8,i,6
O=C(CNC(=O)COc1ccccc1)NCc1ccccc1F,-6,0,-7,4,1,-2,-7,i,-13
O=C1CN(C(=O)c2ccc(Cl)c([N+](=O)[O-])c2)c2ccccc2N1,-3,6,-1,1,-1,-1,4,i,1
CCC(=O)Nc1nnc(C(C)(C)C)s1,0,-2,18*,2,3,5,-2,i,-7
O=C(Nc1ccc(O)c(-c2nc3ccccc3s2)c1)c1cc(=O)c2ccccc2o1,-6,-9,2,-3,5,-8,-5,i,-2
CCC(C)N(C)C1CCN(C(=S)Nc2cccc(SC)c2)CC1 (centres undefined),-7,-10,-10,5,-2,-14,-1,i,-8
Cn1nc(C(C)(C)C)cc1C(=O)N1CCCCC1c1cc(C(=O)NCc2cccnc2)no1 (centres undefined),1,7,3,0,0,16,-18,i,-4
CCCCNc1c(-c2ccc(OC)c(SC3CCCCC3)c2)nc2cc(C)ccn12,-2,4,-2,17,2,8,8,.,21
O=C(COC(=O)CC1CCCC1)Nc1ccc(Cl)cc1,-1,-12,9,2,-3,7,-2,i,18
O=C1CC(c2ccncc2)c2cc3c(cc2N1)OCCO3 (centres undefined),-3,17,-2,1,-3,4,-7,i,-5
COC(=O)C1=C(C)N(C)C(=O)NC1c1cc(Cl)cc(Cl)c1OC (centres undefined),-6,-26,-4,1,1,-4,8,i,-3
CCOc1ccc(NC(=O)Nc2nc(SCC)ns2)cc1,-1,22,-4,-2,3,13,5,i,2
COc1ccc(NC(=O)CN2c3cccc4cccc(c34)S2(=O)=O)cc1,0,-11,-2,1,-1,-5,6,i,5
COc1ccc(NC(=O)CCn2cccc2)c(OC)c1,-12,1,-1,0,2,-5,0,i,-8
O=C(N/N=C/c1cccc([N+](=O)[O-])c1)c1cc(-c2ccc3c(c2)OCO3)n[nH]1,-1,16,1,1,-1,0,15,i,7
CCCc1cc(=O)[nH]c(SCC(=O)NC2CCCCC2)n1,-2,3,-6,6,-1,9,0,i,-4
NC(=O)C1(Nc2ccc(Br)cc2)CCCC1,-5,8,5,-1,3,2,13,i,-1
CC1(C(=O)Nc2ccc3c(c2)OCCO3)CN(S(C)(=O)=O)CC(=O)N1Cc1ccco1 (centres undefined),.,-2,.,10,.,.,1,i,.
CCCNC(=O)Nc1cc(C)on1,-15,8,-2,.,4,5,-7,i,-8
Cc1ccc(CNC(=O)CN(C)S(=O)(=O)c2cccc3nsnc23)cc1,-10,-10,5,2,0,-2,2,i,-5
O=C(Cn1ncc2c(=O)oc3ccccc3c21)N1CCN(c2ccccn2)CC1,-4,-1,-12,4,1,-22,12,i,-5
CCN1CCN(c2ccc(NC(=O)c3ccc(Cl)c(N4CCCC4=O)c3)cc2)CC1,-3,-1,-8,3,-1,-99,2,i,-8
# (next part)
SMILES,bovine MsrA act,SKN-1 block,eLon inh,MT1-MMP act inh,Rin1 Abl inh,MLLE-PAM2 inh,NRP1-CendR mod,Neddylation inh,FAS TE block
COc1ccc(-c2nnc(SCCC(=O)O)n2C)cc1OC,-4,21,-17,6,0,6,21,i,-6
CC(C)(C)N1C(=O)c2ccc(C(=O)Nc3ccc(O)cc3)cc2C1=O,-1,-22,-6,1,-2,-15,19,i,2
C=CCn1c2ccccc2c2nnc(SCC(N)=O)nc21,-3,0,-3,-2,1,1,1,i,-4
CCCCC1=NN(C(=O)c2ccco2)C(O)(C(F)(F)F)C1 (centres undefined),0,-5,11,-14,3,3,3,i,-2
Cc1cccc(S(=O)(=O)Nc2ccc(-c3ccc4nncn4n3)cc2)c1,-3,18,-3,1,0,4,-6,i,-2

# Compound activity as filed in PubChem.
